# Bioassay records as filed in PubChem.
# ERp5 block: inhibitors of ERp5-driven insulin aggregation, primary screen, biochemical, turbidity, absorbance 650 nm, single point; 90 min; inhibition, % at 9.99 µM; 350,000 compounds, 0.05% hits; Protein disulfide-isomerase A6 (Homo sapiens), Q15084;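 active means mean replicate inhibition above about 25%, with every replicate also reaching it, limit read from the data, passing the limit was not always enough; inconclusive means only one of those two criteria met; inactive means neither criterion met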
# E-sel inducer: E-selectin induction in HUVECs, primary screen, imaging, HUVEC, immunofluorescence imaging, single point; normalized: neutral wells 0, TNF-alpha wells 100; activation, % at 7.58 µM; P16581; 260,000 compounds, 0.37% hits;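 active means mean E-selectin-positive cell signal at least 10% of the positive control, reached in at least 60% of replicates, without over 20% cell loss; inconclusive means no rule given, readout overlaps actives, possibly toxicity-flagged; inactive means the rest, including those meeting only one limit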;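 further: in these data hits start at about 27%; measured in HUVEC primary endothelial cells; signal is the percent of cells scored E-selectin positive by PE staining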
#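 Assay system: HUVEC primary endothelial cells. Input: 3,000 HUVEC seeded per well. Doses: one compound dose added by pin transfer. Read-out basis: % PE-positive cells. Benchmarks: TNF-alpha high, DMSO low. Detection: immunofluorescence imaging. Buffer or medium: EGM-2, gelatin.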
# RAD54 inh: inhibitors of human RAD54 branch migration, primary screen, biochemical, fluorescence, single point | AID 602329, 2012 | 360,000 compounds, 0.14% hits | inhibition, % at 10.4 µM | RAD54 Holliday junction branch migration, FAM/BHQ fluorescence | DNA repair and recombination protein RAD54-like (Homo sapiens), Q92698;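 active means mean normalized replicate activity at least 40 and at least half of replicates scoring 40 or more; inconclusive means only one of the two criteria met; inactive means mean below 40 and under half of replicates reaching 40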;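 further: 0% = median of neutral control wells and 100% = median of positive control wells; inhibitors cause a drop in the FAM fluorescence signal; in these data hits start at about 50%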
# esBAF inh: Bmi1 luciferase reporter increase in mESCs, primary screen, esBAF inhibitor project, mouse ES cells, Bmi1 luciferase knock-in, single point; reporter increase, % at 12.5 µM; 350,000 compounds, 2% hits; AID 602393, 2012; 24 h; 100% = twice the neutral-well signal; in the data active means activation above about 40%; inconclusive means no clear call, values can overlap the other calls;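 further: 0% = median of the plate's neutral control wells and 100% = double that signal; a rise in the Bmi1 reporter signal indicates esBAF inhibition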
# RAD52 anneal inh: RAD52 DNA annealing inhibitors, primary screen, biochemical, FRET, single point, set 2. recombinant RAD52 DNA annealing, FRET fluorescence. 360,000 compounds, 0.46% hits. inhibition, % at 18.7 µM;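 active means every replicate showing at least 50% inhibition; inconclusive means mean inhibition at least 50% but not in every replicate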
# S100A4 MyoIIA: inhibitors of S100A4-myosin IIA peptide binding, primary screen, biochemical, fluorescence polarization, TAMRA-MyoIIA peptide | 360,000 compounds, 0.14% hits | Protein S100-A4 (Homo sapiens), P26447 | inhibition, % at 10.7 µM | AID 652163, 2013;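 active means mean inhibition of at least 70% across replicates, with every replicate also reaching that level; inconclusive means mean inhibition reaches 70% but some replicates fall short; inactive means mean inhibition below 70%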
# Target sequence (P26447 whole entry, looked up): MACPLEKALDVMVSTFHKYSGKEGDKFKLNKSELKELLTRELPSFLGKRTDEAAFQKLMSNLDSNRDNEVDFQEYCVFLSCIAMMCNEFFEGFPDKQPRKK
#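 Material: human S100A4 monomer with TAMRA-labelled myosin IIA peptide; buffer or medium: HEPES pH 7.2 with CaCl2, KCl, NaCl, DTT, Triton; compound dosing: one concentration per compound; schedule: 5 min incubation before reading; benchmarks: neutral control DMSO, positive control TFP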
# Xi reactivation: activators of inactive X chromosome reactivation, primary screen, imaging, XiGFP fibroblasts, GFP high-content imaging, set 2. XiGFP mouse fibroblasts, % GFP-positive cells imaging, 3 d; cells co-treated with 5-aza-dC sensitizer; scaled so ellipticine positive control = 100%. activation, % at 7.58 µM. 360,000 compounds, 0.055% hits;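 active means mean normalized replicate activation at least 10% and every replicate at or above 10%; inconclusive means only one of the two criteria met; inactive means mean below 10% and not all replicates reach 10%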;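 further: 0% = median of on-plate neutral control wells and 100% = ellipticine 6 µM median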
#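 Material: SV40-immortalized XiGFP fibroblast cells, line 68-5-11 | Buffer or medium: DMEM containing 5-aza-dC | Dosing: One concentration, pinned | Times: 3 d treatment, 15 min room-temperature fixation | Controls: Ellipticine 6 µM positive control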
# ERAP1 HTS inh: human ERAP1 aminopeptidase inhibitors, primary screen, biochemical, single point, plate reader; recombinant ERAP1, Leu-AMC fluorescence, 60 min; Endoplasmic reticulum aminopeptidase 1 (Homo sapiens), Q9NZ08; 340,000 compounds, 0.15% hits; inhibition, % at 10.7 µM;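 active means mean replicate inhibition of at least 30%, or all replicates individually reaching that 30% level; inactive means mean below 30% and not every replicate reaching it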;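 further: 0% = neutral control wells and 100% = L-leucinethiol positive control wells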
# Target sequence (Q9NZ08 whole entry, looked up): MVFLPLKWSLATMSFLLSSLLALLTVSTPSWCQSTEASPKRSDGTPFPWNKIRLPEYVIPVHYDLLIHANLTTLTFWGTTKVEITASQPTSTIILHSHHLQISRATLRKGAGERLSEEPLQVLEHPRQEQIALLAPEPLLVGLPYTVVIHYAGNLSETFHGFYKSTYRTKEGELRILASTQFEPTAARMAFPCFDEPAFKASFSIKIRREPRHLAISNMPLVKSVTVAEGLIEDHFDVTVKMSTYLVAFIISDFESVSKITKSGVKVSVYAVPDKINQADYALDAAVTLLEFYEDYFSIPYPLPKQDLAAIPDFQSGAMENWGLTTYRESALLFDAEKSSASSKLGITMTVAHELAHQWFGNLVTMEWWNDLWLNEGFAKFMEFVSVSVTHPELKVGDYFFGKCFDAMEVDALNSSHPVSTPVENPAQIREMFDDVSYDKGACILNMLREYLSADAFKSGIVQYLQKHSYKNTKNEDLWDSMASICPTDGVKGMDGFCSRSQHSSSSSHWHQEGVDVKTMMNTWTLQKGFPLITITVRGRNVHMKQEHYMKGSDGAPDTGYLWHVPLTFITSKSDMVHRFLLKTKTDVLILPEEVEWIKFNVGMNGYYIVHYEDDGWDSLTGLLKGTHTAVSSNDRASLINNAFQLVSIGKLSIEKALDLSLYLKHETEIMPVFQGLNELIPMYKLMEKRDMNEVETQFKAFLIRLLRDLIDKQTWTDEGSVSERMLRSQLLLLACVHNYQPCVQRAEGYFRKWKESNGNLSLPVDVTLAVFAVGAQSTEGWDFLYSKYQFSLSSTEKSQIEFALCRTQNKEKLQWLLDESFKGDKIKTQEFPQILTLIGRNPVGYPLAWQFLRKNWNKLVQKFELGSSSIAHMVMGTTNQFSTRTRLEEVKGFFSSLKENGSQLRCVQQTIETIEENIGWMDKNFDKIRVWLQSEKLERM
# An asterisk follows results filed as active; ? = inconclusive; . = no result given.
SMILES,ERp5 block,E-sel inducer,RAD54 inh,esBAF inh,RAD52 anneal inh,S100A4 MyoIIA,Xi reactivation,ERAP1 HTS inh
COc1ccc(S(=O)(=O)N(C)C[C@@H]2Oc3c(NC(=O)C4CC4)cccc3C(=O)N([C@@H](C)CO)C[C@@H]2C)cc1,1,-0.2,-11,-5,1,-13,-0.2,0
COc1cccc2c(=O)c3cccc(N)c3[nH]c12,2,.,19,.,-4,6,0.1,1
O=C(CN1C(=O)C2CCCCC2C1=O)OCc1nnc(-c2ccccc2)o1 (stereo unspecified),-1,.,-4,5,-3,-1,0.1,3
COc1cccc(C(=O)NC2CC3CCCC(C2)N3Cc2ccc(F)cc2)c1 (stereo unspecified),-5,0.1,.,.,-19,-2,-0.1,-1
C[C@@H]1CCCCO[C@H](CN(C)Cc2ccncc2)[C@H](C)CN([C@@H](C)CO)C(=O)c2cc(N(C)C)ccc2O1,2,0.8,-1,-2,8,13,-0.7,0
COC(=O)C[C@H]1C[C@@H]2c3cc(NC(=O)Cc4ccncc4)ccc3O[C@@H]2[C@@H](CO)O1,60*,-0.2,2,-3,5,0,0.1,-1
Cc1nn(S(=O)(=O)c2ccc(F)cc2)c(C)c1S(=O)(=O)N1CCCCC1,2,-0.3,-7,-3,-19,-5,0.0,1
Nc1ccc(OCc2ccccc2)cc1[N+](=O)[O-],2,0.2,1,44*,0,7,-0.1,2
COc1ccc2c3c(n(C)c2c1)[C@@H](CO)N(C)CC31CCN(S(=O)(=O)c2cccc(F)c2)CC1,0,0.2,.,.,10,-3,0.0,0
COc1ccc(C2=NS(=O)(=O)N(C)C(C(=O)NC(C)c3ccccc3)=C2)cc1OC (stereo unspecified),2,-0.1,-4,-6,-41,-3,0.2,0
CSc1nnc(-c2cc[n+](C)cc2)n1CCO,-7,1.7,.,.,-10,-14,-0.2,102*
O=C(O)c1ccc(NCc2ccc(Br)cc2)cc1,7,.,.,.,-5,0,0.0,-99
CC(=O)c1c(C(C)=O)c(C)n(C(c2ccccc2)c2ccccc2)c1C,0,0.6,.,.,-9,-4,-0.2,.
O=c1cc(C(F)(F)F)[nH]c2ccc(OC(F)(F)F)cc12,0,1.2,-2,.,2,-1,0.0,.
O=C(O)CSc1c2ccccc2cc2ccccc12,2,0.2,-5,14,-72,-3,0.1,-18
O=C(CCCCCn1c(=S)[nH]c2cc3c(cc2c1=O)OCO3)N1CCN(c2ccccc2)CC1,9,-0.3,-17,-1,-28,1,0.0,0
CCOc1ccc(NC2=NCC(=O)N2Cc2cccs2)cc1,-4,.,-14,0,-5,-1,.,2
CC(NC(=O)C1CCCN1S(=O)(=O)c1ccc2c(c1)n(C)c(=O)c(=O)n2C)c1ccccc1 (stereo unspecified),-3,0.6,10,-2,-10,2,-0.2,-2
CCCCNC(=O)C(NC(=O)c1ccc(C)cc1)C(=O)c1ccccc1 (stereo unspecified),2,0.0,.,.,-5,3,0.1,-1
O=S(=O)(c1ccccc1F)N1CCCCN2[C@H](C1)[C@@H](c1ccc(-c3cccnc3)cc1)[C@@H]2CO,-1,0.4,1,.,-25,.,0.1,.
O=C(Cc1cccnc1)N1CC(=O)N2[C@H](C1)[C@@H](c1ccc(C#CC3CCCCC3)cc1)[C@@H]2CO,-4,0.0,.,.,17,.,0.1,.
Cc1noc(C)c1NC(=O)Nc1ccc2c(c1)C(=O)N([C@H](C)CO)C[C@H](C)[C@@H](CN(C)Cc1ccc(C(F)(F)F)cc1)O2,1,.,2,-4,5,-2,-0.3,3
CCc1nc2ccc(C(=O)Nc3cccc(OCC(=O)N(C)C)c3)cn2c1N(CCC(C)C)CCN(C)C,-7,-0.2,0,8,-5,-8,0.0,-1
CC(C)N1CCN(Cc2ccccc2-c2ccco2)CC1CCO (stereo unspecified),1,0.1,.,.,-12,-1,0.4,-2
COCCC(=O)N1CCC(Oc2ccc(C(=O)N3CCCC(OC)C3)cc2)CC1 (stereo unspecified),-2,.,-11,-3,-11,-4,0.0,0

# Later entries.
SMILES,ERp5 block,E-sel inducer,RAD54 inh,esBAF inh,RAD52 anneal inh,S100A4 MyoIIA,Xi reactivation,ERAP1 HTS inh
CC(C)CCOc1ccc(C(=O)N2CCCC2C(=O)O)cc1 (stereo unspecified),8,.,.,.,-2,-1,0.2,2
CCOc1ccc(C(C)NC(=O)C2CCCC2)cc1 (stereo unspecified),-1,.,-10,5,-13,-7,0.4,5
CC(C)C1N(C(=O)CN2CCCCC2)CCN1S(=O)(=O)c1ccccc1 (stereo unspecified),3,.,-3,0,-28,-1,0.0,-4
CC(OC(=O)C1CC1)C(=O)Nc1ncc(Cl)cc1Cl (stereo unspecified),-2,.,-7,0,0,1,-0.1,-3
CC(=O)c1ccc(NC(=S)N2CCCC2)cc1,0,-0.1,-4,9,-11,9,0.0,-3
O=C(CCCn1nnnc1CN1CCOCC1)N1CCC(c2ccccc2Cl)C1 (stereo unspecified),12,-1.0,-2,2,-4,-2,0.0,4
O=C(c1cccc(Cl)c1)N1CCN(c2ncccn2)CC1,0,0.2,-5,7,6,-2,0.2,1
COc1c2c(nc3occc13)C(CC=C(C)C)(OC)C(=O)C=C2 (stereo unspecified),0,4.3,1,4,-6,-1,-0.1,-3
COc1ccccc1-c1cc(NC(C)=O)c2ncc(-c3cccc(C(F)(F)F)c3)n2c1,-1,0.5,-11,-18,-6,-5,1.0,0
C[C@@H]1CN([C@@H](C)CO)C(=O)c2cc(NC(=O)Cc3ccccc3)ccc2O[C@@H](C)CCCCO[C@@H]1CN(C)Cc1ccc(C(=O)O)cc1,1,0.0,6,-3,0,1,0.0,-1
O=C(C[C@H]1C=C[C@H](NC(=O)CN2CCOCC2)[C@H](CO)O1)NC1CCC1,1,0.0,-7,3,-12,-4,-1.3,-4
CCn1c(-c2cccc(S(=O)(=O)N3CCCC3)c2)n[nH]c1=S,-6,0.8,.,.,-8,-2,-0.2,.
c1cc(-c2ccc(C3[C@H]4CNC[C@@H]3N4CC3CCCC3)cc2)ccn1 (stereo partly specified),-6,0.2,.,.,22,8,0.0,0
Cc1sc2ncn(CC(=O)NCCCC(=O)N3CCCCC3)c(=O)c2c1C,3,-0.2,-9,-1,-4,3,0.1,0
Cc1ccccc1C(=O)Nc1ccc(S(=O)(=O)Nc2onc(C)c2C)cc1,17,1.4,-4,0,6,-4,0.0,1
CC(=O)N1[C@H](CO)[C@@H](c2ccccc2)[C@@H]1CN(CC(C)C)C(=O)c1ccccn1,-2,-0.3,-1,0,-6,-9,0.5,.
CCOc1ccc(NS(=O)(=O)c2ccc(-c3coc(C)n3)cc2)cc1,2,.,6,1,-12,-2,0.0,0
CN1CCN(C(=O)c2ccccc2Nc2ccc(SC(F)F)cc2)CC1,6,.,-6,1,3,2,0.0,1
CC(C)(C)c1ccc(C(=O)NNC(=O)c2cccc(-n3cnnn3)c2)cc1,3,-0.2,.,-3,3,-7,0.4,.
CO[C@H]1CC[C@H]2CCOc3ccc(C#N)cc3C(=O)N(C)CC3(CCCCC3)CC(=O)N(C)C[C@H]1O2,.,-0.1,0,1,.,.,0.1,.
c1ccc(-c2nnc3ccc(N4CCCC4)nn23)cc1,-8,0.0,-10,11,-11,1,0.0,-1
CCCNC(=O)Nc1ccc2c(c1)OC[C@@H](C)N(CCC(F)(F)F)C[C@H](C)[C@@H](OC)CN(C)C2=O,-1,?,1,-4,0,14,0.3,.
O=C(NCc1ccccc1)c1cccc(NC(=O)c2ccccc2)c1,-1,-0.9,0,3,-3,-6,0.5,-2
CN(C)c1nc(OCCNC(=O)Nc2ccccc2)nc(N2CCCCC2)n1,5,-0.1,.,.,-14,-2,0.0,-3
COc1ccccc1NC(=S)NC1CCCC1,-3,0.1,.,.,-15,8,0.0,-1

# Other results
SMILES,ERp5 block,E-sel inducer,RAD54 inh,esBAF inh,RAD52 anneal inh,S100A4 MyoIIA,Xi reactivation,ERAP1 HTS inh
Cc1ccccc1-n1c(SC(C)C(=O)N2CCN(C)CC2)nc2ccccc2c1=O (stereo unspecified),7,.,-4,-5,-9,3,.,0
OCC[C@@H]1C[C@@H](O)[C@H](O)[C@@]2(CCCO2)O1,1,.,10,2,2,-3,0.0,4
Cn1c(SCC(=O)Nc2ccccc2[N+](=O)[O-])nnc1C(F)(F)F,0,7.8,.,.,-2,-2,0.0,7
Cc1cccc(NC(=O)c2cc3ccccc3nc2C)c1,2,4.9,2,3,-68,-2,0.2,-5
CCN(Cc1ccccc1)S(=O)(=O)c1ccc(C(=O)N(CCCN(C)C)c2nc3cc(OC)ccc3s2)cc1,5,.,.,.,59*,1,0.2,4
CSc1nc(N)nc2c1ncn2CC(=O)N[C@H](CO)Cc1c[nH]c2ccccc12,-5,-0.8,9,-5,-1,-2,0.1,0
COc1ccc(/C=C/C(=O)OCC(=O)NCc2ccccc2)cc1OC,3,.,-10,2,-5,11,0.1,3
CCNc1nc(NCC)n2c(SCC(=O)Nc3ccccc3OC(F)F)nnc2n1,-2,0.1,-5,-9,-13,-3,0.2,-1
CCOC(=O)C1(CCc2ccccc2)CCN(C(=O)CCn2cncn2)CC1,3,.,.,19,5,2,0.0,-3
O=C(CCc1nnc(COc2ccccc2)o1)NCc1ccccc1C(F)(F)F,-19,-0.1,.,10,-16,-20,.,.
O=C(c1cccc(Cl)c1)N1CCN(Cc2c[nH]c3ccccc23)CC1,0,.,.,-1,-8,5,0.0,13
CCOCc1nnc(NC(=O)C2CCN(C(=O)C3CC(=O)N(c4ccc(C)cc4)C3)CC2)s1 (stereo unspecified),1,0.2,3,-3,-9,5,0.0,-5
CCOC(=O)C1CCN(C(=O)c2ccc3c(=O)n4nc(Nc5ccccc5CC)sc4nc3c2)CC1,0,0.0,8,2,-13,-1,0.0,-2
CC(C)(C)c1ccc(OCCSc2nc3ccccc3n2CC(=O)O)cc1,1,0.3,3,-1,-12,0,0.0,-2
C/C=C/c1ccc([C@@H]2[C@H](CO)N(C(=O)CC)[C@H]2CNC(=O)c2ccncc2)cc1,.,0.1,-2,3,.,.,-0.1,.
Cc1c(O)c(CN(C)C)cc2c1oc(=O)c1ccccc12,-7,0.9,?,-1,26,1,0.3,4

# Record cards (already shown). Order of screens: ERp5 block, E-sel inducer, RAD54 inh, esBAF inh, RAD52 anneal inh, S100A4 MyoIIA, Xi reactivation, ERAP1 HTS inh
# CCOC(=O)C1(CCc2ccccc2)CCN(C(=O)CCn2cncn2)CC1 across the screens: 3, ., ., 19, 5, 2, 0.0, -3
# COc1ccc(/C=C/C(=O)OCC(=O)NCc2ccccc2)cc1OC across the screens: 3, ., -10, 2, -5, 11, 0.1, 3
# CCNc1nc(NCC)n2c(SCC(=O)Nc3ccccc3OC(F)F)nnc2n1 across the screens: -2, 0.1, -5, -9, -13, -3, 0.2, -1
